CHOP inh: blocks CHOP induction under ER stress | CHO-K1 CHOP-promoter luciferase, tunicamycin-induced, 15-18 h | inhibition, % at 10 µM | 3.8% of 220,000 active | AID 2732;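 active = compounds that reduced the stress-induced luciferase reporter signal by more than about 70% of percent inhibition, limit read from the data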;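 also: 0% = tunicamycin plus vehicle and 100% = wells without tunicamycin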
zfTRPN1 agonist: activates the zebrafish TRPN1 channel. activation, % at 3 µM. HEK293 zebrafish TRPN1-YFP, Fluo-8 calcium fluorescence; 100% = response to 87 µM carbachol. 0.18% of 220,000 active;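 active = activation above its plate's cutoff, the mean activation of test wells on that plate plus 3 SD, cut at about 19% in these data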;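 also: 0% = DMSO alone and 100% = 87 µM carbachol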
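System: zebrafish TRPN1-YFP in HEK293 cells / Dosing: 3 µM single point / Timing: dye loading 1 h at 37 °C, then 30 min room temperature / Signal: Fluo-8 calcium fluorescence, excitation 470-495 nm, emission 515-575 nm / Read-out basis: percent activation from peak over basal fluorescence ratio, control-normalized / Control set: high carbachol 87 µM, low DMSO alone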
BaF3 tox: parental Ba/F3 viability inhibition as JAK2V617F counter-screen. CellTiter-Glo ATP luminescence. inhibition, % at 5.6 µM. 1.1% of 220,000 active. AID 1486;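 active = inhibition above a per-campaign cutoff, the mean inhibition of all tested compounds plus 3 SD, cut at about 27% in these data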;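 also: 0% = DMSO wells and 100% = JAK Inhibitor I control wells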
TRPML3 agonist: human mucolipin-3 channel agonism. Q8TDD5. 0.29% of 220,000 active. HEK293 TRPML3-YFP, Fluo-8 calcium fluorescence; 100% = the carbachol control signal. activation, % at 3 µM;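 active = activation above its plate's cutoff, the mean activation of the plate's test wells plus 3 SD, cut at about 12% in these data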;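 also: 0% = DMSO only wells and 100% = carbachol wells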
Target sequence (Q8TDD5 whole entry, looked up): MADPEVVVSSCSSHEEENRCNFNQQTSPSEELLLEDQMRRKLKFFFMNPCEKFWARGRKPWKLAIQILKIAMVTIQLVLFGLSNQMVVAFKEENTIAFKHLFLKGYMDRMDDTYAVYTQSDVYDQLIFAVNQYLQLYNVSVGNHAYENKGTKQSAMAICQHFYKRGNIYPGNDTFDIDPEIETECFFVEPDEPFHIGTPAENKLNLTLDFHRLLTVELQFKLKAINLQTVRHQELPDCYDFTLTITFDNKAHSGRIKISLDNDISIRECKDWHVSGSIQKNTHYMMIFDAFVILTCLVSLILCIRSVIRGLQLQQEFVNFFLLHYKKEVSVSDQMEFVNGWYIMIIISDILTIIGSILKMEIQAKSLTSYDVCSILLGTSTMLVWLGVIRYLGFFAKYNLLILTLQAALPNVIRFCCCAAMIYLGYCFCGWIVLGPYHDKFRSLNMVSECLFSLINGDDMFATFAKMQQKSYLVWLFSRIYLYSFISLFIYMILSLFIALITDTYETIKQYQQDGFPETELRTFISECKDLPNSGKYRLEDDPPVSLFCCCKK
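Material: TRPML3-YFP stable HEK293 cells | Dosing: One concentration, 3 µM nominal, 0.3% DMSO | Timing: 125 s total fluorescence read per well | Technique: Fluo-8 calcium dye fluorescence, ex 470-495, em 515-575 nm | Measure: Percent activation from peak-to-basal fluorescence ratio, scaled between DMSO and carbachol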
TNF death inh: blocks TNF-alpha induced death of Jurkat FADD-/- cells | activation (protection from cell death), % at 10 µM | Jurkat FADD-/- TNF necroptosis rescue, ATP luminescence, 24 h; 0 = TNF only, 100 = no-TNF cells | 0.068% of 220,000 active | AID 463075;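 active = activation, meaning protection from cell death, of at least 50% relative to plate controls; inactive = activation below 50%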;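 also: necroptosis triggered by 40 ng/mL TNF-alpha added together with compound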
Ba/F3 V617F tox: loss of viability in JAK2V617F-driven Ba/F3 cells. Ba/F3 EpoR-JAK2V617F viability, ATP luminescence. inhibition, % at 5.6 µM. 1.1% of 220,000 active. AID 1446;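 active = inhibition above the campaign mean plus 3 SD over all tested compounds, cut at about 24% in these data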;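 also: cytokine-independent growth of Ba/F3 cells driven by EpoR plus mutant JAK2; 0% = DMSO-treated cells and 100% = JAK inhibitor I control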
PPC-1+TRAIL kill: kills PPC-1 cancer cells in the presence of TRAIL | PPC-1 cells + TRAIL, ATPLite viability luminescence | 0.41% of 220,000 active | AID 1443 | cell killing (% activity), % at 4 µM;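 active = cell killing above 50% in the first pass at 4 µM, then a duplicate retest at 5 µM averaging 50% or more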;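 also: plate controls were cells with TRAIL plus DMSO for no effect and medium-only wells lacking cells for full effect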
RBBP9 inh: inhibitors of human serine hydrolase RBBP9. inhibition, % at 7.94 µM. AID 1515. 0.2% of 220,000 active. recombinant RBBP9, FP-Rh probe fluorescence polarization. O75884;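 active = inhibition above the campaign mean of all tested compounds plus 3 SD, cut at about 14% in these data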;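 also: plate controls were DMSO wells with RBBP9 for no effect and wells lacking RBBP9 protein for full effect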
Target sequence (O75884 whole entry, looked up): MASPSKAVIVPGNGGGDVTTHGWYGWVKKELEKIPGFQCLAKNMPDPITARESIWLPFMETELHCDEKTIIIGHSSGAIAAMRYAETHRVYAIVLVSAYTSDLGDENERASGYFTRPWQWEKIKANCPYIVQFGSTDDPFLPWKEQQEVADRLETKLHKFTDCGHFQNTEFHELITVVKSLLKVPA
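Test system – recombinant human RBBP9 · Input – RBBP9 2.5 µM in dispensing solution, pre-mixing · Medium – Tris buffer pH 8.0, NaCl, Pluronic · Schedule – preincubation 30 min plus labeling 45 min at 25 °C · Measured by – fluorescence polarization · Measure – % inhibition · Controls – DMSO and no-protein wells · Replicates – one well per compound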
Wee1 stabilizer: human Wee1 degradation inhibition, primary screen | HeLa Luc-Wee1K328M stability, luciferase luminescence; 100% = proteasome inhibitor MG132 effect | reporter increase, % at 5 µM | 1.2% of 220,000 active | AID 1321;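 active = activation above the mean of all tested compounds plus 3 SD, set per screening run, cut at about 8.8% in these data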;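 also: cells exposed to compound for 20 h before luminescence read; 0% = DMSO alone and 100% = MG132 at 30 µM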
* hit, by the source's call; / = no result given; [ ] = another dose, or the depositor's remark.

mol	CHOP inh	zfTRPN1 agonist	BaF3 tox	TRPML3 agonist	TNF death inh	Ba/F3 V617F tox	PPC-1+TRAIL kill	RBBP9 inh	Wee1 stabilizer
Cc1nnsc1NC(=O)OCc1ccc(C(C)(C)C)cc1	67	6.0	4	1.8	-18	-5	-2	2	0
COCCSc1nnc(NC(=O)CSCc2ccccc2)s1	32	0.6	0	0.3	-2.1	-1	15	0	0
CCc1ccccc1NC1=NCC(=O)N1C1CCCC1	10	-1.6	3	0.4	-1.4	1	6	-4	0
O=C(Nc1ccc(NC(=O)c2sc3ccccc3c2Cl)cc1)c1ccco1	-17	1.3	2	0.6	1.5	-4	6	0	1
COc1ccc(N(C(=O)c2ccco2)S(=O)(=O)c2cc(OC)ccc2OC)cc1	-8	-2.5	6	-1.4	-2.9	-3	25	1	0
Cc1cc(C)n(-c2nc(SCC(=O)O)c3c4c(sc3n2)COC(C)(C)C4)n1	-20	1.0	1	0.5	0.6	2	-9	-4	-3
O=C(Nc1nc(-c2ccc(F)c(F)c2)cs1)c1cnccn1	8	3.3	-10	0.8	0.8	4	20	8	-1
Cc1ccc(N=Nc2cc(C)ccc2N)cc1	41	-3.6	1	-1.6	-22	3	34	1	6
Cc1cc(OCC(=O)c2ccc(C(F)(F)F)cc2)n2cnnc2n1	3	2.2	1	0.9	5.0	-3	2	-4	0
COc1ccc(OCC(=O)Nc2ccncc2)cc1	1	4.4	-6	1.9	1.1	-7	1	1	-1
CCOc1ccc(C(C)C)cc1S(=O)(=O)N1CCOCC1	7	-1.0	2	0.7	-0.3	-2	0	-12	-2
CCOC(=O)CC(NC(=O)c1cccs1)c1ccc(OCC)cc1 (configuration not stated)	0	0.7	2	0.0	0.4	4	11	1	-4
O=C(CN1C(=O)CCC1=O)Nc1nc2c(F)cc(F)cc2s1	/	-0.1	9	1.0	-1.3	-2	/	-6	-1
Cc1cc(C)c(S(=O)(=O)O)c(C)n1	0	0.9	6	0.0	0.4	-3	-10	6	2
CSCCC(NC(=O)c1cc(CC(C)C)oc1C)C(=O)O (configuration not stated)	-18	-0.7	5	1.2	-3.6	1	3	-3	-1
O=C(CN1C(=O)c2cccc3cccc(c23)C1=O)N1CCN(c2ccccn2)CC1	23	-0.5	8	0.7	1.0	-1	5	-2	2
O=C(Nc1ccc(C(F)(F)F)cc1)c1cc(-c2cccnc2)nc2ccc(Br)cc12	102*	-1.3	2	-0.4	-6.5	-6	-5	-5	-4
Cc1ccc(C(=O)Nc2cc(C)c(OCC(=O)N3CCOCC3)c(C)c2)cc1	-26	0.8	6	0.9	0.4	3	79*[5 µM]	2	-1
CCN1CC(CN(C)Cc2nc(-c3ccc(C(F)(F)F)cc3)no2)CC1=O (configuration not stated)	28	6.4	4	4.4	0.5	-5	/	-7	2
CCOc1ccc(NC(=O)c2ccc(CC)s2)c([N+](=O)[O-])c1	-20	0.3	5	0.9	0.1	-1	14	0	-1
O=C(O)c1ccc(NCCC2=CCCCC2)c([N+](=O)[O-])c1	-30	-0.5	8	-0.7	0.6	2	0	-6	0
O=C(N/N=C/c1cc([N+](=O)[O-])ccc1O)c1cccc2cc[nH]c12	35	-2.2	3	-0.8	-17	34*	18	-6	0
CN(C)c1cccc(-c2nnc(SCCCC#N)o2)c1	35	-1.0	3	0.0	-5.2	2	20	-6	3
COc1ccc(NC(=O)c2ccccc2N(Cc2ccccc2)S(C)(=O)=O)cc1OC	4	-0.4	3	0.1	1.4	0	/	-3	1
O=C(O)c1ccc(/C=N/Nc2nc3ccccc3[nH]2)cc1	-16	-1.9	0	-0.2	-2.2	-3	-4	9	0

Molecules above that have an aryl methoxy group (3):
mol	CHOP inh	zfTRPN1 agonist	BaF3 tox	TRPML3 agonist	TNF death inh	Ba/F3 V617F tox	PPC-1+TRAIL kill	RBBP9 inh	Wee1 stabilizer
COc1ccc(N(C(=O)c2ccco2)S(=O)(=O)c2cc(OC)ccc2OC)cc1	-8	-2.5	6	-1.4	-2.9	-3	25	1	0
COc1ccc(OCC(=O)Nc2ccncc2)cc1	1	4.4	-6	1.9	1.1	-7	1	1	-1
COc1ccc(NC(=O)c2ccccc2N(Cc2ccccc2)S(C)(=O)=O)cc1OC	4	-0.4	3	0.1	1.4	0	/	-3	1

New compounds follow.
mol	CHOP inh	zfTRPN1 agonist	BaF3 tox	TRPML3 agonist	TNF death inh	Ba/F3 V617F tox	PPC-1+TRAIL kill	RBBP9 inh	Wee1 stabilizer
O=C(CSc1nc2ccccc2s1)NC(=O)NCc1ccco1	15	-1.4	-1	-1.1	-3.6	-3	/	-5	-3
c1coc(CNC2CCCCCCC2)c1	12	1.2	5	1.1	-2.2	2	22	-4	0
O=C(Cn1ccc([N+](=O)[O-])n1)Nc1ccccn1	48	1.0	2	0.9	2.0	-1	11	-3	-2
COc1ccc(OCCC(=O)OCC(=O)Nc2ccc(Br)cc2)cc1	-2	0.1	8	0.1	1.8	3	-5	-5	3
COc1ccc(-c2cn[nH]c2N)cc1OC	-9	-0.7	4	1.0	-1.1	-3	21	-10	1
Cc1cc(C)n(CC(=O)N/N=C/c2ccco2)n1	7	1.3	7	0.9	-1.0	2	21	-13	9.2*
N#CC(C#N)=C(Nc1ccccc1)c1ccccc1	12	0.4	5	0.9	0.2	0	20	1	0
Cc1cccc(N(CC(=O)NC2CCCC2)C(=O)c2c(C)noc2C)c1	-75	-1.2	0	0.1	-0.8	2	2	-13	-2
COc1ccc(OC)c(N2Cc3ccccc3C2)c1	5	-0.9	0	-0.6	-0.6	-5	12	-1	-3
O=C(C1=NN(c2ccccc2)C2C(=O)N(c3ccc(Cl)cc3)C(=O)C12)c1ccccc1 (configuration not stated)	43	1.7	6	3.3	1.7	-2	24	-4	-3
O=C(Cn1c(SCC(=O)N2CCCc3ccccc32)nc2ccccc21)N1CCCC1	12	-0.4	9	0.2	-0.9	6	18	-4	-3
COC(=O)C1=C(C)N(C)C(C)=C(C(=O)OC)C1c1ccc(C(=O)OC)cc1	6	-3.0	1	-0.4	-7.7	-1	7	1	0
Cc1ccccc1C(=O)NN1CCOCC1	10	-0.1	5	1.1	0.8	-1	-6	-3	5
NNC(=O)c1ccc(COc2ccc3c(c2)CCC3)o1	5	0.6	8	0.1	0.1	3	6	-7	4
Cc1ccc2nc(-c3ccc(NC(=O)CSc4ccccc4)cc3)[nH]c2c1	103*	-0.9	4	-1.4	2.9	-4	15	-10	4
Cc1noc(NS(=O)(=O)c2ccc(NC(=O)CCC3CCCC3)cc2)c1C	0	1.1	4	0.6	0.1	-2	-18	-5	4
CCOc1ccc(-n2nc3c(=O)n(CCN4CCCCC4)nc(C)c3c2C)cc1	41	-0.2	9	0.5	0.0	2	5	-5	0
CCCN(CC(=O)Nc1cc(Cl)ccc1Cl)C(=O)/C=C/c1ccco1	11	-0.5	5	-0.8	-1.1	5	-3	-10	1
CCOC(CNC(=O)c1ccc2nc(N3CCC(C)CC3)sc2c1)OCC	33	-0.6	5	0.6	-0.2	-1	4	-3	0
Cc1cccc(N2C(=O)SC(N(CC(=O)O)c3cccc(C)c3)C2=O)c1 (configuration not stated)	17	1.8	8	2.1	1.6	-2	21	-4	1
O=C(NC1CCC(c2ccccc2)CC1)c1cccnc1 (configuration not stated)	9	0.8	2	-0.3	-0.1	-1	-10	-3	0
O=C(Cc1cccs1)Nc1ccccc1NC(=O)Cc1cccs1	17	-0.4	-2	-0.7	0.4	-5	-5	15*	2
C/C(=N/NC(=O)CNC(=O)Cc1ccc(Cl)cc1)c1ccco1	3	0.7	1	0.7	1.1	-4	-1	-3	1
O=C(CN1CCC(n2nnc3cc(F)ccc32)CC1)N1CCCc2ccccc21	11	0.8	6	0.1	0.8	-1	5	-6	-2
Cc1nc(N/N=C/c2ccc(O)cc2)c2cnn(-c3ccccc3)c2n1	9	-0.6	5	0.3	3.7	0	-1	1	0
CCN(CC)S(=O)(=O)c1cccc(NC(=O)c2ccccc2Br)c1	10	1.3	2	1.4	-0.7	-2	21	-6	4
NC(=O)C1=NOC(CNc2ncc(C(F)(F)F)cc2Cl)C1 (configuration not stated)	12	-1.0	3	-0.6	-1.8	-4	1	-2	2
COc1cc(C(=O)NCCC(=O)N2CCN(C)CC2)cc(OC)c1OC	20	1.8	11	1.2	0.1	-1	-21	0	-3
O=C(O)C1CCN(C(=O)c2ccc(Cl)cc2)CC1	3	-0.4	1	0.9	0.3	-5	6	8	-1
CC(=O)c1cccc(NC(=S)NC(=O)c2ccc(Br)cc2)c1	-4	0.5	0	0.9	2.0	1	28	-8	-2

From PubChem
